# PPARg SRC-3 ag: agonists of human PPARgamma SRC-3 coactivator recruitment. AID 731. activation, % at 8 µM. P37231. biochemical PPARgamma/SRC-3 coactivator recruitment assay. 0.26% of 200,000 active; in the data active = activation above about 23%;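 note: 0% = DMSO and 100% = reference agonist; some compounds past the cut are filed as inactive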
# PPARg SRC1 recr: agonists of human PPARgamma SRC-1 coactivator recruitment. 0.41% of 200,000 active. PPARgamma-SRC-1 coactivator recruitment biochemical assay. activation, % at 8 µM. AID 631; in the data active = activation above about 19%;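 note: 0% = DMSO and 100% = reference agonist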
# STAT1 inh: inhibitors of IFN-gamma induced STAT1 signaling; 0.35% of 200,000 active; inhibition, % at 5.5 µM; NIH 3T3 STAT1-luciferase reporter, luminescence;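 active = inhibition above a set limit, the mean inhibition across all tested compounds plus 3 SD, cut at about 34% in these data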;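 note: 0% = IFN-gamma with DMSO and 100% = IFN-gamma with 300 µM nifuroxazide; values of inactives mirror those of a sister screen read the other way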
# PPARg SRC2 recr: PPARgamma-driven SRC-2 recruitment agonism | P37231 | PPARgamma LBD-SRC-2 recruitment, biochemical | activation, % at 8 µM | 0.34% of 200,000 active; in the data active = activation above about 22%;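 note: 0% = vehicle and 100% = reference agonist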
# RAM network inh: blocks the yeast RAM network; S. cerevisiae dse1pr::URA3 reporter, 5-FOA growth OD615, 2 d; analog-sensitive cbk1-as2 kinase mutant strain; inhibition, % at 50 µM; 1.8% of 190,000 active; AID 868;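 active = inhibition above a set limit, 3 SD over mean compound inhibition, cut at about 8.4% in these data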;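 note: 0% = DMSO-only wells with no growth and 100% = 10 µM 1-NA-PP1 full growth; inhibition rescues growth on 5-FOA so higher OD means more RAM inhibition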
# STAT3 act: increases IL-6 driven STAT3 reporter signal; activation (% of control), % at 5.6 µM; AID 871; U3A cells, IL-6 STAT3-luciferase reporter, luminescence; 100% = signal with IL-6 EC80 alone; 0.91% of 190,000 active;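 active = activation above the screen-wide mean of compound activation plus 3 SD, cut at about 130% in these data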;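 note: 0% = background luminescence of wells with medium and substrate only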
#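 Test system: human U3A cells carrying STAT3-luciferase construct; control set: IL-6-only wells as 100% reference; timing: compound pre-incubation 1 h before IL-6, then 6 h stimulation at 37 °C; also added: IL-6 stimulus at 33 ng/mL final; evaluation: % activation versus median of IL-6-stimulated wells; detection: reporter luminescence signal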
# STAT3 inh: STAT3 signaling inhibition; AID 862; 0.89% of 190,000 active; inhibition, % at 5.5 µM; U3A cells, IL-6 STAT3-luciferase reporter, luminescence; host cell line lacks STAT1;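 active = inhibition above the mean inhibition across all screened compounds plus 3 SD, cut at about 44% in these data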;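 note: 0% = DMSO only wells and 100% = 100 µM nifuroxazide control wells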
# TLR4-MyD88 BLA: blocks binding of human TLR4 to MyD88; AID 861; HeLa CL3-4 TLR4/MyD88 BLA complementation, FRET ratio; 0.18% of 200,000 active; inhibition, % at 8.4 µM; in the data active = inhibition above about 25%;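 note: 0% = vehicle and 100% = reference inhibitor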
# Target sequence (O00206 whole entry, looked up): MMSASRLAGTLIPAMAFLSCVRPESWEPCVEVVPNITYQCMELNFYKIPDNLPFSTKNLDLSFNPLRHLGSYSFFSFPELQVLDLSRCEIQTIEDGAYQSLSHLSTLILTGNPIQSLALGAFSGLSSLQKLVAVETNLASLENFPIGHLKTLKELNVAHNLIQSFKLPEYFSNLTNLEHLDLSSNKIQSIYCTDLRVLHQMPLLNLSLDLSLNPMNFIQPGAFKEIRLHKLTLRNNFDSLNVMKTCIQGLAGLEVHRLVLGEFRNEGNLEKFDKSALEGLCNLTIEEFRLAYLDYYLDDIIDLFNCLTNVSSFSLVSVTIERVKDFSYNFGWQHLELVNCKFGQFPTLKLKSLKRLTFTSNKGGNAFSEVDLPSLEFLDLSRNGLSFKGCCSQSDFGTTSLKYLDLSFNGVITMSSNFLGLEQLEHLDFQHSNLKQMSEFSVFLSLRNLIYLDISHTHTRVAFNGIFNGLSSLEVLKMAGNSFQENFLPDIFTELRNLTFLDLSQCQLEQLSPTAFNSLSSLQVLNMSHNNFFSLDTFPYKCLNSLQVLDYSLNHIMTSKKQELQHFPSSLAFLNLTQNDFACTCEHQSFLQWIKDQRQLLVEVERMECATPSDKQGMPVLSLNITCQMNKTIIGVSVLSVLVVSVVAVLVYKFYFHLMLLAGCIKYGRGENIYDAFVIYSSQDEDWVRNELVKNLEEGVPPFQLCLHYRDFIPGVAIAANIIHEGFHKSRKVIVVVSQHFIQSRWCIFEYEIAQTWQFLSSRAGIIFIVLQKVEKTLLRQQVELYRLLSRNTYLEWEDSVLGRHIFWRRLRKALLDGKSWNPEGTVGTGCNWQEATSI
# Target sequence (Q99836 whole entry, looked up): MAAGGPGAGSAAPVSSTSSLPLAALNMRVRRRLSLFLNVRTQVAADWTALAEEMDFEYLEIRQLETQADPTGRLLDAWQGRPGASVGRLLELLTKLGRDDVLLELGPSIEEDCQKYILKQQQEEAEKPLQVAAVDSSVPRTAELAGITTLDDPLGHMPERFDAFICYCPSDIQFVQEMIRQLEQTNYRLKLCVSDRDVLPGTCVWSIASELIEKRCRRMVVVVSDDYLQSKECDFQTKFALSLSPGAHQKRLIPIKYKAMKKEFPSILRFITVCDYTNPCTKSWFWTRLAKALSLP
# ROMK primary: modulates human ROMK potassium channel activity; Tet-inducible ROMK, thallium flux fluorescence; actives lie on both sides; B-score at 10 µM; 2% of 130,000 active; AID 1918;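 active = signal ratio slope over the read window, or its plate-corrected B-score, at least 3 SD from the plate mean, either direction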;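 note: B-score of the F/F0 ratio slope over 7 to 12 s after thallium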
# S1P3 antag: blocks the human S1P3 receptor; AID 485; inhibition, % at 4.98 µM; CHO S1P3 NFAT-BLA reporter, FRET fluorescence, antagonist mode; Q99500; 0.27% of 170,000 active;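 active = inhibition above the plate cutoff, the mean inhibition of test wells on that plate plus 3 SD, cut at about 28% in these data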;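 note: cells challenged with S1P at its EC80 of 0.8 µM; blue over green emission ratio from cleaved BLA substrate after 4 h stimulation; 0% = S1P-stimulated wells and 100% = unstimulated DMSO-only wells; some compounds past the cut are filed as inactive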
# TR-FRET SRC-2 ct: counter-screen for PPARgamma SRC-2 recruitment agonists: TR-FRET artefact; stronger effect = higher value; TR-FRET ratio at 8 µM; 0.4% of 200,000 active; in the data active = TR-FRET ratio above about 2000; note: inactives centre near 1500
# Numbers without * were called inactive; x = no result given.
SMILES,PPARg SRC-3 ag,PPARg SRC1 recr,STAT1 inh,PPARg SRC2 recr,RAM network inh,STAT3 act,STAT3 inh,TLR4-MyD88 BLA,ROMK primary,S1P3 antag,TR-FRET SRC-2 ct
CCn1cc(/C=N\NC(=O)Cc2ccc([N+](=O)[O-])cc2)c(C)n1,1,3,11,1,3.6,101,-3,10,-0.31,0,1407
CCn1cc(C(=O)NCc2ccco2)c(=O)c2cc(S(=O)(=O)N3CCCCCC3)ccc21,-2,8,13,1,1.7,97,13,-1,x,-4,1617
COc1cccc(/C=N/NC(=O)c2cc3c(OC)cccc3[nH]2)c1OC,2,8,-7,6,4.0,99,4,-3,x,-9,1659
CCOC(=S)SCC(=O)Nc1nccs1,-2,8,10,-4,1.5,110,-7,-4,-0.92,-7,1310
CCCCCNCC(=O)Nc1cc(C(F)(F)F)ccc1OCCOC,-1,8,2,-7,-0.1,108,-3,-8,-0.33,-20,1477
Cc1c(Cl)c([N+](=O)[O-])nn1CC(=O)N1CCCc2ccccc21,7,5,1,2,4.7,106,-2,12,0.23,-7,1520
S=c1[nH]nc(-c2ccco2)n1/N=C/c1ccc(Cl)c(Cl)c1,3,2,-9,8,2.8,107,-2,-5,x,5,1552
Cc1ccc(C(=O)COC(=O)CNC(=O)c2ccco2)cc1,7,11,-4,-1,0.5,100,8,13,0.48,6,1565
Cc1ccccc1SCCNC(=O)c1ccccc1Br,-6,-4,-25,-2,2.0,111,-8,5,-2.4,-7,1575
O=C(Nc1ccc(S(=O)(=O)N2CCCC2)cc1)c1cccs1,0,3,-4,-4,2.5,99,4,9,-0.28,-14,1553
Cc1cc(C)cc(-n2c(C)cc(/C=N/NC(=O)CN(c3c(C)cccc3C)S(C)(=O)=O)c2C)c1,0,8,-7,8,1.7,97,4,-14,1.2,x,1508
CCCOc1ccc(NC(=O)C2CCCNC2=O)cc1 (stereo unspecified),1,-2,-4,-1,3.2,97,8,-2,0.014,-20,1482
Cc1cc(C)c2c3c(sc2n1)C(=O)N(C)CC(=O)N3,9,11,4,7,0.1,109,-10,2,1.2,-14,1463
CCOC(=O)c1c(NC(=O)CC(C)C)sc(C(C)=O)c1C,11,-3,8,-1,0.9,105,-2,17,0.35,x,1545
Cc1cc(C)nc(NC2=NCC(=O)N2c2ccc3c(c2)OCCO3)n1,-4,-2,1,6,3.9,99,5,-5,0.6,13,1670
COc1ccc(/C=C(\C#N)C(=O)N2CCOCC2)cc1Br,2,6,4,19,1.6,93,15,-15,-3.7*,x,1617
Cc1cc(NC(=O)CN(C)C)c([N+](=O)[O-])cc1C,0,2,-4,1,1.2,85,22,-1,-0.023,-4,1630
O=C(COc1ccccc1/C=C1\SC(=O)NC1=O)Nc1ccccc1,11,5,-7,4,7.1,103,1,14,-3.2*,-6,1746
CCCOc1ccc(-c2csc(N)n2)cc1[N+](=O)[O-],6,-2,-42,0,-1.1,115,-24,-13,x,-1,1366
Cc1ccc(Cl)c(OCC(=O)NCc2ccco2)c1,3,0,4,-4,0.4,101,-2,-19,0.096,x,1677
COc1ccc(N2C(=O)C(CC(N)=O)N(NC(=O)CCc3ccccc3)C2=O)cc1 (stereo unspecified),2,-6,5,5,-0.4,104,3,6,-0.13,-6,1661
COc1ccc(NC(=O)CN2C(=O)C(C)SC(C)C2=O)c(OC)c1 (stereo unspecified),-2,3,-8,-2,2.7,105,-11,0,x,-17,1484
O=C(CCCC(=O)n1cnc2ccccc21)n1cnc2ccccc21,2,-4,5,-1,1.0,97,8,12,-0.025,-25,1497
O=C1Cc2ccccc2C(=O)N1Cc1ccccc1,-15,-7,3,4,1.5,108,-2,-1,0.58,x,1518
CC1=NN(c2ccccc2)C(=O)/C1=C\C=C1/N(C)c2ccccc2C1(C)C,3,1,2,6,-0.9,100,-4,1,x,1,1507
Cc1cccc(Cn2nc(C)cc2NC(=O)CCCn2ccc([N+](=O)[O-])n2)c1,5,11,9,6,1.3,98,7,-5,x,-23,1599
COc1ccc(OC)c(-n2nnnc2SCC(=O)NCc2ccc3c(c2)OCO3)c1,6,0,5,8,-1.6,98,6,1,x,6,1736
CCCC(=O)Nc1nnc(SCC)s1,-3,-4,7,-6,-0.4,99,-1,-23,0.74,-7,1334
COc1ccc(C(O)Cn2c(=N)n(CCCN(C)C)c3ccccc32)cc1 (stereo unspecified),-1,0,2,-2,1.6,94,11,-5,-0.97,-53,1652
COc1ccc(CCNC(=O)c2cnc3ccccn3c2=O)cc1,2,-1,-2,11,0.3,101,-2,1,0.28,-11,1331
COc1cccc(CNC(=O)CN2C(=O)CSc3ccc(S(=O)(=O)N4CCCC4)cc32)c1,5,7,5,1,0.6,102,4,0,0.17,2,1586
O=S1(=O)CC2N=C(N(Cc3c(F)cccc3Cl)c3ccccc3F)SC2C1 (stereo unspecified),-2,-7,2,-6,0.3,98,2,-6,-1.1,13,1554
CCN(CC)CCCNC(=O)C1c2cc(OC)c(OC)cc2C(=O)N(C)C1c1cccnc1 (stereo unspecified),-2,9,-6,-7,-0.6,96,7,-4,0.27,-10,1524
O=C(c1cnc(N2CCN(c3ccccn3)CC2)c2ccccc12)N1CCN(c2cccc(Cl)c2)CC1,4,8,17,7,0.0,71,40,-7,0.0071,14,1704
Cc1ccc(Sc2c(C)nn(C(=O)C3CC3)c2C)cc1,1,1,8,1,0.2,100,2,-20,x,-20,1562
CC(C)OCCCNCc1cccs1,-6,5,4,9,0.9,105,-1,-10,x,x,1719
CC(C)NS(=O)(=O)c1ccc(CCC(=O)N2CCCC2)cc1,0,-6,1,-4,0.0,106,-4,-4,-0.04,6,1504
CC(C)(C)NCC1(CO)SC(N)=NC1=O (stereo unspecified),-4,2,3,4,1.2,109,-7,7,-0.43,6,1585
CCOCCCNS(=O)(=O)c1ccc(NC(=O)c2ccc(OC)c([N+](=O)[O-])c2)cc1,2,6,2,11,1.3,96,11,-10,-0.02,4,1773
CCOC(=O)C1=C(C)NC(=O)NC1c1cn(-c2ccccc2)nc1-c1cccs1 (stereo unspecified),-5,4,1,6,0.8,117,-13,15,x,2,1425
COc1cc2c(cc1NC(=O)c1cccc(Br)c1)CCCC2,0,3,-1,4,9.3*,105,2,-6,-0.61,x,1553
Cc1cc(C)c(Cn2c(=O)n(CCCC(=O)NCc3ccco3)c(=O)c3sccc32)c(C)c1,-1,3,-2,5,1.3,100,5,7,1.7,x,1322
COc1cc(/C=C/c2[nH]c(=O)[nH]c(=O)c2[N+](=O)[O-])ccc1OCCC(C)C,1,-2,4,-3,1.3,102,1,0,x,-8,1451
CCN(CC)S(=O)(=O)c1ccc(C(=O)Nc2ccc(Cc3ccncc3)cc2)cc1,2,2,22,5,-0.6,49,64*,-15,0.056,-7,1694
C#CC[N+](C)(C)CCCCCCCCCC,4,-2,7,-1,-1.1,100,2,-4,0.25,-7,1419
CCCCc1nnc(NC(=O)C(C)Sc2nc(C)cc(=O)[nH]2)s1 (stereo unspecified),4,9,-4,17,1.2,105,-2,-2,x,x,1631
CC1(C)CC(=O)c2cc(OCC(=O)NCC3CCCO3)ccc2O1 (stereo unspecified),8,14,-6,3,2.0,102,0,6,1.3,-38,1622
CC(C)(C)C(=O)NC(=S)NCc1ccccc1,1,0,8,-1,1.0,97,6,-3,-0.74,15,1652
O=C(OCC(=O)N1CCN(C(=O)c2ccco2)CC1)c1cc(=O)c2ccccc2o1,-2,-2,2,0,1.3,100,7,-3,-0.12,-2,1571
CN(C)C(CNS(=O)(=O)c1ccc(Br)cc1)c1cccnc1 (stereo unspecified),-4,-6,-10,-10,1.3,101,3,1,x,x,1316
# More compounds:
SMILES,PPARg SRC-3 ag,PPARg SRC1 recr,STAT1 inh,PPARg SRC2 recr,RAM network inh,STAT3 act,STAT3 inh,TLR4-MyD88 BLA,ROMK primary,S1P3 antag,TR-FRET SRC-2 ct
COc1ccc(C(=O)CSc2n[nH]c(=O)[nH]c2=O)cc1,3,5,-1,3,0.7,99,4,1,0.028,-12,1899
Cc1ccc(C2=CSC3=NS(=O)(=O)CCN23)cc1C,10,0,-7,-4,3.0,101,3,6,x,x,1471
COCCNC(=O)c1cnn2c(C(F)F)cc(-c3ccc(C)cc3)nc12,-5,-3,-7,1,6.1,94,13,-8,0.42,-7,1526
O=C(CSc1ccccn1)Nc1ccc2ccccc2c1,-1,7,-33,1,0.8,95,6,6,0.17,-9,1648
O=C(O)c1cc(C2CC2)nn1-c1ccccc1,-6,3,-1,2,1.4,101,-1,3,0.49,x,1538
CCCC(c1nnnn1CCOC)N(Cc1cc2cc(C)c(C)cc2[nH]c1=O)CC1CCCO1 (stereo unspecified),4,7,3,-8,-1.1,98,6,7,x,x,1604
Cc1ccc(N=Nc2c(C)[nH]n(-c3ccccc3)c2=O)c(C)c1,-3,-3,-7,7,2.9,121,-15,-4,0.74,-4,1438
CCC1(C(=O)c2ccccc2)C(c2cccc([N+](=O)[O-])c2)C1(C(=O)OC)C(=O)OC (stereo unspecified),6,1,3,3,2.5,102,1,-13,-0.64,11,1584
O=c1c2cc3c(cc2[nH]c(=S)n1C1CCN(Cc2ccccc2)CC1)OCO3,2,4,13,13,0.0,101,6,-4,0.96,1,1546
O=C(NCCOc1nc(N2CCCCC2)nc(N2CCOCC2)n1)Nc1ccccc1,-4,2,3,2,0.1,86,15,-14,x,-3,1415
O=C(NCC1CCCO1)c1onc(CSc2ccccc2F)c1C(=O)O (stereo unspecified),9,10,0,5,1.2,98,4,2,x,x,1800
C=CCN(Cc1nc(-c2cc(OC)c3c(c2)OCO3)oc1C)C1CCS(=O)(=O)C1 (stereo unspecified),2,-2,2,-4,3.8,84,23,1,0.041,7,1656
CNC(=S)N1CCc2cc(OC)c(OC)cc2C1COc1ccc(F)cc1 (stereo unspecified),-1,6,9,-2,0.7,101,1,-6,-0.29,-23,1453
COc1cc(-c2nn3c(-c4ccccn4)nnc3s2)cc(OC)c1OC,-5,-1,-5,2,0.0,99,7,-4,-1.1,x,1502
Cc1cc(C)nc(SCC(=O)Nc2ncc3c(n2)CC(C)(C)CC3=O)n1,-10,1,-5,-6,0.0,99,10,-4,x,3,1431
Cn1c(=O)oc2cc(S(=O)(=O)NCc3ccncc3)ccc21,-2,5,15,-7,1.8,95,12,-1,x,-45,1494

# Entries of single compounds from above.
# Entry for CNC(=S)N1CCc2cc(OC)c(OC)cc2C1COc1ccc(F)cc1 (stereo unspecified) → PPARg SRC-3 ag: -1; PPARg SRC1 recr: 6; STAT1 inh: 9; PPARg SRC2 recr: -2; RAM network inh: 0.7; STAT3 act: 101; STAT3 inh: 1; TLR4-MyD88 BLA: -6; ROMK primary: -0.29; S1P3 antag: -23; TR-FRET SRC-2 ct: 1453
# Entry for O=C(NCC1CCCO1)c1onc(CSc2ccccc2F)c1C(=O)O (stereo unspecified) → PPARg SRC-3 ag: 9; PPARg SRC1 recr: 10; STAT1 inh: 0; PPARg SRC2 recr: 5; RAM network inh: 1.2; STAT3 act: 98; STAT3 inh: 4; TLR4-MyD88 BLA: 2; ROMK primary: x; S1P3 antag: x; TR-FRET SRC-2 ct: 1800
